Source: PubChem
FUS suppressor – qHTS for Suppressors of FUS Proteinopathy: Primary screen using FUS-linked yeast assay. S. cerevisiae FUS-expressing, growth rescue, OD600, 24 h. Potency, µM (doses to about 76.6 µM), without a hit: at the top dose growth rescue (activation), most hits filed as activators. 390,000 compounds, 0.24% hits;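 also: potency is read from the fitted curve at half-maximal effect; plate controls were DMSO vehicle for no effect and reference control for full effect; nearly all actives have a fitted effect of over 55% in size; some results filed as inactive show a strong effect at the top dose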
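Galactose (2%) drives FUS expression in yeast precultured in raffinose; seeding density OD 0.005. Test compounds incubated 24hr at 30C and 99% humidity before absorbance at 600 nm was measured.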
DRD3 agonist – qHTS of D3 Dopamine Receptor Agonist: qHTS; AID 652048, 2013; D3R DiscoveRx beta-arrestin cells, luminescence, 90 min; max activation, %; 410,000 compounds, 0.58% hits; in the data active = max activation above about 30%; also: 0% is about no effect; mostly tested at two doses, the higher about 12 µM
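Agonist-mode cell screen: cells plated at 1500/well and incubated overnight at 37 °C, then exposed to library compounds for 90 min at 37 °C. Detection reagent was added for 30–60 min at room temperature, and luminescence was read.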
aSyn yeast inh – qHTS of alpha-syn Inhibitors; Yeast expressing alpha-synuclein, growth rescue, BacTiter-Glo, 24 h; Potency, µM (doses to about 46.1 µM), for the others: at the highest dose growth rescue (activation), usual class: activators; 370,000 compounds, 0.14% hits; also: potency is read from the fitted curve at half-maximal effect; % of control where 0% means no effect; nearly all actives have a fitted effect of over 65% in size
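Screening used galactose-induced yeast with toxic alpha-synuclein levels, exposed to compound for 24 hr at 30 deg C. Cell growth, read with BacTiter-Glo luminescence, gave the measured signal.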
Abeta yeast res – qHTS for compounds that reverse cellular toxicity of Amyloid beta (A-beta) peptide in yeast: Primary Screen; yeast expressing A-beta42, growth rescue, OD600, 48 h; response scale: 0% DMSO, 100% iron-clioquinol control; Potency, µM (top dose mostly 46.1 µM), without a hit: at the top dose growth rescue, hits mostly activators; 410,000 compounds, 0.063% hits; AID 1347071, 2019; also: potency is read from the fitted curve at half-maximal effect; nearly all actives have a fitted effect of over 55% in size
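Yeast A-beta toxicity model in growth medium with pinned compounds, 48 h at 30 C; growth read as absorbance at 600 nm. Normalized to FeCl3/clioquinol equimolar mix (positive) and DMSO (negative).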
DRD3 antagonist – qHTS of D3 Dopamine Receptor Antagonist: qHTS; D3R cells, DiscoveRx beta-arrestin luminescence, antagonist mode; active compounds read low; max response, negative = inhibition, %; 360,000 compounds, 2.5% hits; AID 652054, 2013; in the data active = max response below about -50%; inconclusive = no clear call, values can overlap the other calls; also: % is scaled to controls: 0 for no effect and ±100 for the full control effect; mostly tested at two doses, the higher about 12 µM
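Cells plated overnight at 1500 cells/well, then exposed to library compounds with dopamine controls for 90 minutes at 37 degrees C. DiscoveRx reagent added for 30–60 minutes at room temperature; luminescence read, quantitative HTS format.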
EPAC2 antag – qHTS for Antagonist of cAMP-regulated guanine nucleotide exchange factor 2 (EPAC2): primary screen. Rap guanine nucleotide exchange factor 4 (Homo sapiens), Q8WZA2. EPAC2 GEF exchange of Rap1B-BODIPY-GDP, fluorescence. Potency, µM (doses to about 114 µM), without a hit: at the top dose activity, negative = inhibition, most hits filed as inhibitors. 360,000 compounds, 0.18% hits. AID 720708, 2013; also: potency is read from the fitted curve at half-maximal effect; % is scaled to controls: 0 for no effect and ±100 for the full control effect; nearly all actives have a fitted effect of over 45% in size; many of its hits are not listed in these tables
Target sequence (Q8WZA2 whole entry, looked up): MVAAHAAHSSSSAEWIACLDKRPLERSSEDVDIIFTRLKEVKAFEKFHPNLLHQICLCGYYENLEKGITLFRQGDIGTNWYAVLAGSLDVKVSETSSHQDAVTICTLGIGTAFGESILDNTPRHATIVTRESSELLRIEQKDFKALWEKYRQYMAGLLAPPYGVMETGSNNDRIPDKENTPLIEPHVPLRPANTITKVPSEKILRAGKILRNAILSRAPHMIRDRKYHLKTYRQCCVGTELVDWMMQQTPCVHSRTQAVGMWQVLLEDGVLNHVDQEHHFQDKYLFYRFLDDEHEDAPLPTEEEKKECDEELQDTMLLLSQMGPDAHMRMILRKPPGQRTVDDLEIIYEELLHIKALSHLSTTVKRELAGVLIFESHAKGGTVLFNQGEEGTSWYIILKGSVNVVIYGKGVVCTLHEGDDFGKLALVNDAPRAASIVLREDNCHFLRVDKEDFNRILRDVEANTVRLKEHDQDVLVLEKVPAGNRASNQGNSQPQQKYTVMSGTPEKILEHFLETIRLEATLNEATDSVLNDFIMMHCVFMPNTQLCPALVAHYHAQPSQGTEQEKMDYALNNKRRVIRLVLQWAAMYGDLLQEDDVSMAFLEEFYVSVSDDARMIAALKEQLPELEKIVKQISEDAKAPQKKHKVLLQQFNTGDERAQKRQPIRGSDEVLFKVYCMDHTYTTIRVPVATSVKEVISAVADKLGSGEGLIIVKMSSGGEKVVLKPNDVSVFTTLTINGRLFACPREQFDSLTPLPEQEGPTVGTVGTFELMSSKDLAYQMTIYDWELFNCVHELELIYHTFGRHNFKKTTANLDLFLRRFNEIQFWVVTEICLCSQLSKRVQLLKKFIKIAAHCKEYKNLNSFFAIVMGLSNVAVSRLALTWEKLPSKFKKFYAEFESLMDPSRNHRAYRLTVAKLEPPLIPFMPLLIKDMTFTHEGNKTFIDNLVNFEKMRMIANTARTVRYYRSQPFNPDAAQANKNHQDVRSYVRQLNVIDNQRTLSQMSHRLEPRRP
TDP43 rescue – qHTS of TDP-43 Inhibitors | TDP-43 expressing yeast growth rescue, BacTiter-Glo, 24 h | Potency, µM (series often up to 46.1 µM), inactives show top-dose growth rescue (activation), usual class: activators | 410,000 compounds, 1.8% hits; also: potency is read from the fitted curve at half-maximal effect; % of control where 0% means no effect; nearly all actives have a fitted effect of over 50% in size
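Cell-based yeast growth screen: TDP-43 expression induced in galactose, inoculum OD600=0.02 after raffinose pregrowth to mid-log. Read-out BacTiter-Glo luminescence at 24 hr, 30 deg C; inhibition of toxicity seen as signal increase.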
EPAC2 agonist – qHTS for Agonist of cAMP-regulated guanine nucleotide exchange factor 4 (EPAC2): primary screen; 360,000 compounds, 0.079% hits; EPAC2 activation, biochemical qHTS; response scale: 100% = 6.5 mM cAMP response; Rap guanine nucleotide exchange factor 4 (Homo sapiens), Q8WZA2; Potency, µM (top dose mostly 154 µM), inactives show top-dose activation, actives largely listed as activators; also: potency is read from the fitted curve at half-maximal effect; nearly all actives have a fitted effect of over 50% in size
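Each well held 100 nM EPAC2, 250 nM RAP1B-BODIPY-GDP and 50 uM GDP. Fluorescence, read at 5-min intervals to 30 min, was referenced to a 6.5 mM cAMP positive control.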
* marks the source's active call; other numbers are inactive results; ? = inconclusive; · = not tested or not shown; [ ] = remark or other dose. Unless noted, calls follow the shape of the dose curve; as a rule, active = well fitted curve in the direction sought with a large enough effect; inconclusive = small, poorly fitted or top-dose-only effect, or another doubt; inactive = no such curve, though single readings can be large; an effect the other way counts as inactive or inconclusive. A portion of the library; rates above refer to the full screens.

Every second line gives: FUS suppressor	DRD3 agonist	aSyn yeast inh	Abeta yeast res	DRD3 antagonist	EPAC2 antag	TDP43 rescue	EPAC2 agonist
COc1ccc(-c2cn3c(n2)sc2cc(C(=O)Nc4cccc(OC)c4)ccc23)cc1
    12.7%	10.8	·	20.5%	·	·	12.0%	·
CC1CCCCN1S(=O)(=O)c1ccc2c(c1)CCN2C(=O)C1CCC1 (stereo unspecified)
    5.8%	1.4	4.0%	-7.4%	20.5	-4.4%	14.5%	18.2%
CC(C)CNC(=O)C(=O)NNC(=O)c1ccco1
    -11.3%	4.6	-1.2%	-14.6%	-4.1	1.8%	-10.8%	13.0%
CC(=O)c1cccc(-c2ccc3c(c2)C(C)(Cc2ccccc2F)C(=O)N3)c1 (stereo unspecified)
    ?	1.5	4.1%	-6.7%	49.7	-25.0%	?	16.5%
Cn1c(SCC(=O)NC2CCCC2)nc2c(c1=O)SCC2
    -6.4%	0.0	-7.1%	2.2%	-7.5	-2.6%	3.3%	7.6%
CCSCCNC(=O)c1cc(-n2cnnc2)ccc1Cl
    4.5%	-0.1	-2.3%	3.5%	0.8	18.1%	2.7%	3.0%
Cc1ccc(/C(=N/Nc2ncnc3ccccc23)C(=O)O)cc1
    17.2%	-7.3	1.5%	-16.3%	?	-0.5%	6.1%	1.0%
Cc1ccc(N(C)S(=O)(=O)c2ccc3[nH]c(=O)ccc3c2)cc1
    -16.8%	-3.2	·	-8.7%	·	·	1.0%[9.22 µM]	·
Cc1cccc(OCc2nnc(SCc3nc4cc(C(F)(F)F)ccc4c(=O)[nH]3)o2)c1
    16.8%	4.7	14.4%	18.1%	11.2	1.3%	0.0%	-6.7%
Cc1onc(-c2c(F)cccc2Cl)c1C(=O)NCc1ccc(F)cc1
    -24.6%	-0.2	13.2%	9.1%	-6.5	-6.0%	0.0%	13.2%
COc1ccc(OC)c(NC(=O)C(C#N)=Cc2ccco2)c1
    8.6%	10.2	-3.8%	2.5%	3.0	6.9%	1.0%	5.9%
CC(C)=CC(=O)N1CCC(N2CCC(C(=O)NCC3CCCO3)CC2)CC1 (stereo unspecified)
    9.6%	0.5	-5.6%	-4.2%	9.9	0.2%	4.5%	-0.9%
CCc1ccc(N2CC(C(=O)N/N=C/c3ccccc3OC)CC2=O)cc1 (stereo unspecified)
    20.4%	-35.8	0.3%	-7.9%	-2.9	-2.7%	1.6%	2.9%
COc1cc(OC)cc(C2=Cc3ccccc3C(CC(C)=O)N2c2ccc(-c3cncnc3)cc2)c1 (stereo unspecified)
    -15.9%	-7.3	-0.5%	5.1%	-15.0	-7.1%	21.0%	8.9%
CCOC(=O)c1ccc(NC(=O)CC2Nc3cccc4cccc(c34)NC2=O)cc1 (stereo unspecified)
    39.4%	2.9	·	2.1%	·	·	3.3%	·
Cc1occc1C(=O)Nc1cccc(C(=O)O)c1
    16.7%	-3.0	-0.2%	0.8%	-18.3	-2.3%	-21.5%	6.7%
O=C(C1CCN(S(=O)(=O)c2cccs2)CC1)N1CCN(Cc2ccccc2)CC1
    -26.6%	-3.3	-8.9%	5.0%	-2.6	0.0%	-11.1%	7.5%
CN(C)c1ccc(C=C2SC(=S)N(Cc3ccco3)C2=O)cc1
    -11.3%	4.0	-0.8%	5.1%	10.8	220.7%[activator]	0.0%	47.5%
CCOC(=O)CCc1nn(C)c(=O)c2ccccc12
    -10.3%	0.7	0.1%	-5.6%	18.3	19.7%	19.6%	-7.0%
COCCNC(=O)Cn1cnc2ccc(S(=O)(=O)N3CCC(C)CC3)cc2c1=O
    11.5%	1.1	0.2%	-7.8%	2.4	13.7%	-11.7%	0.4%
COc1ccc(N2CCN(C(=O)c3[nH]c(C(F)(F)F)nc3-c3ccccc3)CC2)cc1
    -6.9%	2.9	-6.6%	-26.9%	0.0	19.2%	6.8%	5.0%
CC1C/C(=N\Nc2ccc(S(N)(=O)=O)cc2[N+](=O)[O-])CC(C)(C)C1 (stereo unspecified)
    13.6%	6.4	6.4%	0.1%	-11.4	-18.3%	-18.1%	-13.3%
Cc1cccc(S(=O)(=O)C(C#N)c2nc3ccccc3nc2N2CCCC2)c1 (stereo unspecified)
    ?	-0.2	-1.0%	-14.6%	0.0	-7.0%	-16.0%	-0.1%
COc1ccccc1N1CCN(C(=O)c2cc3c(=O)n(Cc4cccs4)ccc3nc2C)CC1
    39.5%	-7.5	·	-21.5%	·	·	-5.3%	·
CCn1cc(CN2CCCC(C(=O)Nc3ccc(-c4nc5ccccc5[nH]4)cc3)C2)c(C)n1 (stereo unspecified)
    7.1%	-3.2	-3.6%	0.1%	-26.1	-4.6%	-9.5%	6.5%
O=C(CSc1nnc(-c2ccncc2)o1)NC1C2CC3CC(C2)CC1C3 (stereo unspecified)
    10.0%	-13.5	-5.7%	6.2%	-4.3	19.3%	-19.7%	1.4%
O=C(Cc1ccsc1)NNC(=O)c1ccccc1Cl
    -14.3%	-0.8	-5.0%	-2.9%	7.6	1.2%	-25.3%	9.6%
COc1ccccc1CNC(=O)C/C(C)=N/NC(=O)Cc1ccccc1
    20.4%	2.7	-5.8%	6.6%	16.2	12.2%	10.5%	-6.4%
O=C(Nc1ccc(Cl)c(S(=O)(=O)N2CCOCC2)c1)C1CCC1
    19.3%	2.8	-1.5%[1.84 µM]	11.6%	0.2	5.3%	-1.9%	15.0%
CCCc1c(C)[nH]c2ccccc2c1=O
    -30.5%	1.3	-9.4%	-10.5%	37.1	7.3%	3.9%	-0.1%
Oc1ccc(/C=N/N2CCN(Cc3ccccc3)CC2)cc1
    -6.5%	-4.8	-26.8%	-18.4%	-27.7	2.3%	11.3%	12.6%
CCOC(=O)[C@]12CCC=C1N(CCC1=CCCCC1)C(=O)[C@H](CC(=O)NCC1CCCCC1)C2
    ?	7.7	8.8%	-4.0%	-6.1	8.6%	16.5%	9.3%
CC(=O)N/C(=C\c1ccccc1)C(=O)OCC(=O)N1CCCCCC1
    15.0%	-4.3	3.6%	-16.4%	-4.7	4.9%	-15.6%	6.6%
CCc1ccc(NC(=O)C2C3/C=C\CCCCC32)cc1 (stereo unspecified)
    27.7%	1.7	-6.8%	-6.0%	-18.9	-6.6%	-23.7%	13.0%
Cn1cnc(S(=O)(=O)N2CCCCC2c2cc(C(=O)Nc3ccc(F)c(Cl)c3)no2)c1 (stereo unspecified)
    20.4%	-17.0	2.1%	4.0%	-19.2	-0.3%	?	6.1%
CCOC(=O)N1CCN(C(=O)COc2ccc3c(c2)C(=O)CC(C)(C)O3)CC1
    -10.7%	-16.1	-3.4%	-7.3%	0.0	33.9%[activator]	-9.1%	-2.1%
COc1cc(NS(=O)(=O)c2ccc3oc(=O)c4ncn(C)c4c3c2)cc(OC)c1
    -8.8%	-20.6	·	-14.8%	·	·	-30.3%[inhibitor]	·
O=C(NCc1ccc2c(c1)OCO2)C1CCC(CNS(=O)(=O)c2ccc(Cl)cc2)CC1 (stereo unspecified)
    -1.8%	6.1	-1.7%	2.1%	8.5	1.7%	-7.5%	0.3%
Cc1cc(C)c(OCCCCNCc2ccccc2)c(Cl)c1
    17.9%	-59.1	-11.5%	14.7%	-76.2*	3.4%	-14.0%	-6.6%
CC1CCCC(C)N1C(=O)COC(=O)c1n[nH]c(=O)c2ccccc12 (stereo unspecified)
    ·	5.7	1.7%	2.0%	26.7	10.6%	11.1%	1.1%
CCNC(=O)N(C)c1c(CC)nc2ccc(C(=O)N3CCN(C(=O)c4ccco4)CC3)cn12
    -11.6%	2.2	-5.8%	-20.3%	-12.2	-4.1%	12.7%	10.8%
Cc1cc(C)c(S(=O)(=O)N2CCN(c3ccc([N+](=O)[O-])c(-n4nc(C)cc4C)c3)CC2)c(C)c1
    39.5%	10.3	-10.2%	13.0%	12.9	2.7%	-14.4%	6.4%
CCN(Cc1nc(-c2ccc(OC)cc2)oc1C)S(=O)(=O)c1ccc(Cl)cc1
    -11.1%	0.5	·	7.9%	·	·	-0.2%	·
O=C(CSc1ncnc2scc(-c3ccccc3)c12)NC1CCS(=O)(=O)C1 (stereo unspecified)
    13.5%	-9.7	2.1%	-13.2%	3.7	6.8%	-8.2%	5.0%
C=Cc1ccc2c(c1)OCCOCCOCCOCCOCCO2
    15.7%	-5.0	-0.7%	-18.4%	-19.1	5.9%	1.5%	-3.3%
COC(=O)c1oc2ccc(Br)cc2c1NC(=O)CN1CCN(C)CC1
    8.5%	1.2	1.8%	-1.8%	-16.8	6.4%	0.0%	10.0%
O=c1c2[nH]c3ccc(F)cc3c2ncn1CCC1=CCCCC1
    -9.8%	14.9	-1.1%	0.2%	3.0	-0.7%	9.2%	-1.1%
Cc1cnc(C2OCCO2)c2cccc(N)c12
    -0.3%	-11.1	-7.9%	6.6%	?	3.1%	8.0%	5.1%

Taken from above, two compounds:
Every second line gives: FUS suppressor	DRD3 agonist	aSyn yeast inh	Abeta yeast res	DRD3 antagonist	EPAC2 antag	TDP43 rescue	EPAC2 agonist
O=c1c2[nH]c3ccc(F)cc3c2ncn1CCC1=CCCCC1
    -9.8%	14.9	-1.1%	0.2%	3.0	-0.7%	9.2%	-1.1%
Cc1cnc(C2OCCO2)c2cccc(N)c12
    -0.3%	-11.1	-7.9%	6.6%	?	3.1%	8.0%	5.1%
